Source: PubChem BioAssay (Sanford-Burnham Center for Chemical Genomics)
Siah-1 displacement: Siah-1 peptide-binding antagonists, primary screen, biochemical, fluorescence polarization, rhodamine-plectin, uHTS (AID 1817). E3 ubiquitin-protein ligase SIAH1 (Homo sapiens). Siah-1 / rhodamine-plectin peptide fluorescence polarization; higher % means a stronger effect. one-dose displacement, % at 20 µM; IC50 in µM for titrated hits. 290,000 tested, 0.02% active;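 active = displacement of at least 50% at 20 µM, with a fluorescence ratio check between 0.3 and a set limit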;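 also: plate controls were Siah plus tracer with DMSO for no effect and tracer alone without Siah for full effect; strong numbers were not always called active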
HIV peptide binding: inhibitors of HIV fusion peptide binding, primary screen, biochemical, uHTS, fluorescence dequenching (AID 1986). cell-free peptide binding, fluorescence dequenching, 30 min; higher % means a stronger effect. inhibition, % at 20 µM, or IC50 in µM where a hit was titrated. 290,000 tested, 0.3% active; in the data active = inhibition mostly above about 52%, no sharp cut-off; inactive = mostly below about 76%; also: some results filed as inactive read as strong as hits
GPR35 arrestin U2OS: GPR35 antagonists blocking zaprinast-driven arrestin recruitment, primary screen, imaging, U2OS, beta-arrestin-GFP, zaprinast agonist (AID 2058) | G-protein coupled receptor 35 (Homo sapiens) | U2OS GPR35 beta-arrestin-GFP translocation imaging, zaprinast antagonism; higher % means a stronger effect | one-dose inhibition, % at 10 µM; IC50 in µM for titrated hits | 290,000 tested, 0.052% active;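 active = inhibition of at least 50% with at least 30 cells and total cytoplasm GFP at most 10,000,000; inconclusive = under 30 cells or total GFP of 10,000,000 plus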
GPR55 activation: GPR55 agonists via beta-arrestin recruitment, primary screen, imaging, U2OS cells, beta-arrestin-GFP redistribution (AID 1961) | U2OS GPR55 beta-arrestin-GFP redistribution imaging; higher % means a stronger effect | G-protein coupled receptor 55 (Homo sapiens) | 290,000 tested, 0.048% active | one-dose activation, % at 10 µM; EC50 in µM for titrated hits;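 active = activation above 40% with more than 50 cells counted in the well; inconclusive = wells holding fewer than 50 cells, flagged as toxic or sparse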;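 also: U2OS osteosarcoma cells stably expressing GPR55 and beta-arrestin-GFP; plate controls were DMSO negative control for no effect and LPI positive control for full effect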
AID2073: inhibitors of Mint1-CaV2.2 protein interaction, biochemical, HTRF (AID 2073); Voltage-dependent N-type calcium channel subunit alpha-1B (Homo sapiens); HTRF protein-protein interaction, Mint1-CaV2.2; higher % means a stronger effect; inhibition, % at 20 µM, or IC50 in µM where a hit was titrated; 290,000 tested, 0.19% active; in the data active = inhibition mostly above about 51%, no sharp cut-off; inconclusive = no clear call, values can overlap the other calls; inactive = mostly below about 53%; also: some results filed as inactive read as strong as hits
KOR beta-arrestin-1: KOR agonists, beta-arrestin recruitment, primary screen, cell-based, luminescence, uHTS (AID 1777); Kappa-type opioid receptor (Homo sapiens); KOR beta-arrestin recruitment, luminescence; higher % means a stronger effect; activation, % at 10 µM, or EC50 in µM where a hit was titrated; 280,000 tested, 0.02% active; in the data active = activation above about 50%, passing the limit was not always enough; also: a part of the inactive calls stands beside numbers as strong as those of hits
NOD1 NF-kB reporter: NOD1 signaling inhibitors, primary screen, cell-based, luminescence, uHTS (AID 1578) | NOD1-driven NF-kB luciferase reporter cells, luminescence; higher % means a stronger effect | inhibition, % at 4 µM, or EC50 in µM where a hit was titrated | 290,000 tested, 1% active; in the data active = inhibition mostly above about 36%, no sharp cut-off; inactive = mostly below about 34%;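 also: HEK-293T reporter cells stimulated with the NOD1 agonist gamma-tri-DAP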
GPR55 antagonists: GPR55 antagonists blocking LPI-driven arrestin recruitment, primary screen, imaging, U2OS, beta-arrestin-GFP, LPI agonist (AID 2013); U2OS GPR55 beta-arrestin-GFP translocation imaging, LPI antagonism; higher % means a stronger effect; inhibition, % at 10 µM; hits with a dose series show IC50 in µM; 290,000 tested, 0.13% active; G-protein coupled receptor 55 (Homo sapiens);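 active = spots per cell inhibited over 60%, with over 100 cells counted and total cytoplasm intensity under 500,000; inconclusive = wells with under 100 cells, flagged as likely toxic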;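 also: U2OS cells stably carrying GPR55 and arrestin-GFP stimulated by 5 µM LPI near EC80; imaged beta-arrestin-GFP aggregate spots per cell after agonist stimulation; plate controls were LPI-stimulated DMSO wells for no effect and DMSO wells without LPI for full effect; some results filed as inactive read as strong as hits; confirmed hits need IC50 under 10 µM and bright autofluorescent wells are also inconclusive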
KOR beta-arrestin-2: KOR antagonists, beta-arrestin recruitment, cell-based, luminescence, uHTS (AID 1778); 290,000 tested, 0.091% active; one-dose inhibition, % at 10 µM; IC50 in µM for titrated hits; KOR beta-arrestin recruitment, luminescence, antagonist mode; higher % means a stronger effect; in the data active = inhibition above about 50%; also: strong numbers were not always called active
Starred values were filed as active, the others as inactive; ? = inconclusive; . = not tested or not shown; [ ] = another dose, or the depositor's remark.

Sequence of screens: KOR beta-arrestin-1, HIV peptide binding, KOR beta-arrestin-2, GPR35 arrestin U2OS, GPR55 antagonists, NOD1 NF-kB reporter, GPR55 activation, AID2073, Siah-1 displacement
COc1ccc(C(C)=O)cc1CSc1nnc(Nc2ccccc2)s1
 : 0.0%, 0.8%, 23%, -7%, -1%, 39%, 0.2%, -1%, -2%
OCC(O)C(O)C(O)C(O)C1NCCS1 (configuration not stated)
 : 38%, -1.3%, 11%, 18%, 11%, 33%, -0.1%, -9%, -4%
C/C(=N\NC(=O)c1ccc(NS(=O)(=O)c2cccs2)cc1)c1ccc(O)cc1O
 : 1.2%, 5.7%, -7%, -9%, 6%, -2%, -0.2%, 18%, -4%
COCCn1c(C)nnc1SCC(=O)Nc1ccccc1[N+](=O)[O-]
 : -7.0%, -0.7%, 0%[20 µM], -7%, 6%, -16%, -0.3%, -10%, 17%
O=C(O)CNC1=NCCCCC1
 : -7.9%, -1.3%, 11%, -5%, 13%, -18%, -0.2%, 7%, 2%
CC(CCc1ccccc1)NC(=O)COC(=O)c1ccccc1Br (configuration not stated)
 : -5.7%, -1.5%, 20%, 9%, -4%, 7%, -0.1%, 0%, 7%
O=C(COc1ccc(S(=O)(=O)NC2CCCCC2)cc1)NC1CC1
 : 3.7%, -0.7%, 0%, -11%, -6%, -20%, 0.8%, -1%, 1%
O=C1c2ccccc2C(=O)N1c1ncn[nH]1
 : 4.8%, -1.0%, 10%, 8%, 2%, 2%, -0.1%, 1%, 0%
Cc1c(-n2cc(C(=O)c3cc(Br)ccc3O)cc(C#N)c2=O)c(=O)n(-c2ccccc2)n1C
 : -8.3%, 10%, 1%, 6%, 3%, -12%, -0.2%, 5%, -4%
O=C(NCCOc1cccnc1)C1CCC(=O)N(Cc2ccccc2F)C1 (configuration not stated)
 : 0.8%, 2.7%, 16%, 14%, 11%, -20%, -0.1%, 1%, 5%
COc1ccc(-c2nnc(SCC(=O)NNC(=O)c3ccc(C)cc3)o2)cc1
 : 0.3%, -1.2%, -6%, -17%, 5%, -33%, 0.5%, -5%, 5%
CCOC(=O)c1nn(-c2ccccc2)c(=O)cc1SC(C)C
 : -1.3%, -1.3%, 7%, 2%, 4%, 0%, -0.2%, 10%, -4%
O=C(CCN1C(=O)/C(=C/c2cccs2)SC1=S)Nc1ccc(C(=O)O)c(O)c1
 : 4.3%, 12µM*, -25%, -3%, -12%, -16%, 0.3%, 13%, 0%
O=C(CSc1nnc(NC(=O)c2ccco2)s1)Nc1ccc2c(c1)OCCO2
 : -1.9%, 0.7%, -4%, 1%, -7%, -53%, 0.2%, -3%, 7%
O=C(CSc1cn(Cc2ccccc2)c2ccccc12)N1CCOCC1
 : -3.3%, 1.3%, -18%, 3%, 14%, -24%, -0.3%, -3%, 9%

Complete entries, looked up by structure. Order of screens: KOR beta-arrestin-1 | HIV peptide binding | KOR beta-arrestin-2 | GPR35 arrestin U2OS | GPR55 antagonists | NOD1 NF-kB reporter | GPR55 activation | AID2073 | Siah-1 displacement
Profile of `COc1ccc(C(C)=O)cc1CSc1nnc(Nc2ccccc2)s1` = 0.0% | 0.8% | 23% | -7% | -1% | 39% | 0.2% | -1% | -2%
Profile of `COc1ccc(-c2nnc(SCC(=O)NNC(=O)c3ccc(C)cc3)o2)cc1` = 0.3% | -1.2% | -6% | -17% | 5% | -33% | 0.5% | -5% | 5%
Profile of `O=C(NCCOc1cccnc1)C1CCC(=O)N(Cc2ccccc2F)C1` (configuration not stated) = 0.8% | 2.7% | 16% | 14% | 11% | -20% | -0.1% | 1% | 5%

Continued:
Sequence of screens: KOR beta-arrestin-1, HIV peptide binding, KOR beta-arrestin-2, GPR35 arrestin U2OS, GPR55 antagonists, NOD1 NF-kB reporter, GPR55 activation, AID2073, Siah-1 displacement
CN(C)S(=O)(=O)Oc1ccccc1C(=O)Nc1ccccc1Cl
 : -3.4%, 0.5%, -61%[20 µM], 1%, -7%, -17%, 0.4%, -4%, 1%
O=c1cc(CN2CCN(c3ccc(O)cc3)CC2)nc2scc(-c3ccccc3)n12
 : -4.5%, 4.1%, -11%, -4%, -2%, -25%, -0.5%, 20%, 26%
Cc1ccc(-c2nnc3n2N=C(c2ccccc2)CS3)cc1
 : -2.2%, -0.2%, 17%, 4%, 2%, -26%, 0.3%, 3%, 4%
CCCS(=O)(=O)c1c(S(=O)(=O)CCC)c2c3ccccc3ccn2c1C(N)=O
 : 2.8%, 0.1%, -1%, -10%, 13%, 5%, 0.3%, -2%, 0%
O=C(CN1CCN(c2ccc(Cl)cc2)CC1)Nc1ccc(F)c(F)c1
 : 3.7%, -1.4%, -21%, 16%, -3%, ., -0.1%, -5%, -1%
CCN1C(=O)/C(=C/c2ccc(OCc3ccc(C(=O)O)cc3)c(Cl)c2)NC1=S
 : -5.1%, 69%, -40%, -4%, 3%, 1%, -0.1%, 3%, -2%
Cc1cc(C)c(S(=O)(=O)Nc2cccc(S(=O)(=O)N3CCOCC3)c2)c(C)c1
 : -2.6%, 0.7%, 40%, -12%, 1%, -26%, 0.0%, 15%, 2%
O=C(Cc1ccccc1)Nc1ccc(Br)c(Cl)c1
 : 4.1%, 2.5%, -32%, -20%, -1%, 40%, -0.3%, 2%, 1%
COc1ccc(-c2cc(=O)oc3cc(OCC(=O)NCC4CCC(C(=O)O)CC4)ccc23)cc1 (configuration not stated)
 : -0.4%, -0.1%, -7%[20 µM], 2%, 21%, 2%, 1.0%, 25%, -6%
CCc1ccc(N(C(=O)c2csnn2)C(C(=O)NC(C)(C)CC)c2cccnc2)cc1 (configuration not stated)
 : -3.4%, 0.9%, -2%, -1%, 0%, -24%, -0.2%, -4%, 3%
CCCC1=[N+](CC(C)=O)CCn2c(C)ccc21
 : -4.4%, -0.3%, 10%, -4%, -2%, -21%, 0.5%, 1%, 4%
CCNC(=O)CCCOc1ccc(Cl)cc1Cl
 : 7.8%, -1.0%, 12%, -2%, -8%, -33%, 0.5%, 11%, -2%
COc1ccc(CCNC(=O)CN(Cc2ccc(Cl)cc2)S(C)(=O)=O)cc1OC
 : -3.5%, -0.1%, -10%, 2%, 2%, -23%, 0.6%, -4%, 3%
CCOC(=O)c1cc(NC(=O)Nc2ccccn2)c(C)nc1C
 : -3.1%, 0.8%, -7%, 0%, -2%, -39%, -0.3%, -8%, 5%
CCOC(=O)C(CCCP(=O)(c1ccccc1)c1ccccc1)(NC(C)=O)C(=O)OCC
 : -1.6%, 0.0%, 17%, -10%, -2%, 4%, 0.0%, -13%, 1%
Cc1ccc2oc(C(=O)NCc3ccccc3)cc(=O)c2c1
 : -3.0%, -2.2%, -10%, 12%, -3%, 4%, 0.0%, 19%, -2%
O=[N+]([O-])c1cc(-c2nnc(N3CCOCC3)c3ccccc23)ccc1N1CCOCC1
 : -2.3%, -1.9%, -11%, 0%, 9%, 21%, -0.1%, -2%, 0%
Cc1cc(C)cc(N(CC(=O)NC(C)(C)C)C(=O)CCC(=O)Nc2nccs2)c1
 : 5.4%, 1.5%, -34%[20 µM], 12%, 13%, -4%, 0.8%, -2%, -3%
C=CCN1CCc2nc(N)sc2CC1
 : -0.4%, 0.1%, -45%, -10%, 1%, -41%, -0.1%, -23%, -6%
COc1ccc(CCNc2ccc(C(CC(N)=O)NC(=O)c3cc(OC)ccc3OC)cc2[N+](=O)[O-])cc1 (configuration not stated)
 : -6.2%, -2.8%, 6%[20 µM], 0%, -17%, -6%, -0.2%, 0%, 11%
CC(C)(C)OC(=O)NCCc1nnc(SCc2cccc(Cl)c2)o1
 : 0.2%, 0.8%, 15%, -3%, -13%, 8%, 0.1%, 9%, -1%
Cc1ccc(CNC(=O)c2ccc(COc3ccccc3)cc2)cc1
 : 2.2%, 2.3%, -20%, -14%, 2%, -11%, -0.4%, 8%, 3%
CC(=O)Nc1ccc(SCC(=O)Nc2ccc(Cl)cn2)cc1
 : 0.3%, -0.3%, 13%, -7%, -1%, -37%, 0.1%, -8%, -2%
CCC[N+]1(CC#CC2(O)CCCCC2)CCOCC1
 : 1.5%, -1.1%, 38%, -1%, 10%, -8%, -0.5%, 4%, 11%
O=C1CC(c2ccco2)CC2=C1C1c3ccccc3C(=O)N1c1ccccc1N2 (configuration not stated)
 : 5.9%, 1.0%, -12%, -6%, -14%, -4%, -0.4%, -2%, -3%
Cc1cc(N/C=C/C(=O)c2ccc(Br)cc2)no1
 : -1.2%, 11%, 22%, -11%, 1%, -39%, 0.1%, 0%, 17%
O=C1CC(c2ccccc2)=Nc2ccccc2N1Cc1ccccc1
 : -0.7%, -0.2%, -5%, -5%, 6%, -52%, -0.3%, -11%, 5%
CCC(OC(=O)CN1C(=O)C(=O)c2ccccc21)C(=O)Nc1ccc(S(N)(=O)=O)cc1 (configuration not stated)
 : -1.2%, -0.7%, 5%, 3%, 11%, -6%, -0.3%, -4%, 4%
O=C(NC1CCCc2ccccc21)c1ccc2c(c1)OCO2 (configuration not stated)
 : 1.3%, -1.5%, -46%[20 µM], 0%, -1%, -20%, 0.2%, -8%, -4%
O=C(NCc1cccnc1)c1cc(-c2cccs2)on1
 : 5.5%, -1.8%, -22%, -2%, 28%, -6%, -0.1%, -3%, -1%
COc1cc(NC(=O)c2ccc(C)cc2)ccc1NC(=O)c1cc2ccccc2o1
 : 4.5%, 0.7%, -23%, 7%, -5%, -8%, -0.1%, ?, -1%
CC(C)C(NC(=O)c1ccccc1)C(=O)NCc1ccccn1 (configuration not stated)
 : 1.5%, 2.1%, -24%, -16%, 3%, -13%, -0.1%, 0%, -2%
Cc1ccc(Cn2nnnc2CN2CCC(NC(=O)c3ccc(Br)cc3)CC2)cc1
 : -4.3%, -1.5%, 11%, 2%, -3%, -14%, -0.5%, 10%, -1%
COC(=O)C1=C(C)N(Cc2ccccc2)C(=NCCc2ccccn2)N[C@H]1c1cccc(F)c1
 : 1.6%, 3.4%, -50%[20 µM], -6%, 39%, 59%, -0.3%, -14%, -9%
COc1ccc(OC)c(/C=N/NC(=O)C(=O)N2CCCCCC2)c1
 : -1.1%, 2.0%, 4%, -6%, 12%, -11%, -0.1%, 14%, 14%
Cc1ccc(OCC2Cn3c(nc4c3c(=O)[nH]c(=O)n4C)O2)cc1 (configuration not stated)
 : -2.1%, 0.8%, 11%, -6%, 9%, -27%, 0.1%, -2%, 2%

These rows are one share of the data; the hit share may differ from the screen's.
